SUMO1 PPI mod: SUMO1-SIM interaction modulation; AID 602429; P63165; SUMO1 binding to a labelled peptide, TR-FRET, 1 h; hit rate 0.33% among 360,000; inhibition, % at 20 µM; in the data active = inhibition above about 37%
NadD block: blocks S. aureus nicotinate mononucleotide adenylyltransferase | purified NadD enzyme, colorimetric absorbance read-out | inhibition, % at 20 µM | hit rate 0.78% among 360,000 | AID 602399; in the data active = inhibition above about 26%; note: some compounds past the cut are filed as inactive
LMPTP block: blocks human LMPTP phosphatase; P24666; recombinant LMPTP-A, OMFP fluorogenic substrate, fluorescence intensity; inhibition, % at 20 µM; hit rate 0.22% among 360,000; AID 651560;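 active = compounds that cut the enzyme signal by at least half of the control window in the single-dose screen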;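 note: plate controls were DMSO wells with enzyme plus substrate for no effect and substrate without enzyme for full effect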
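Test system – LMPTP-A phosphatase enzyme · Quantity – 0.625 nM LMPTP-A final · Reagent – OMFP substrate, 400 µM final · Dosing – one test concentration per compound, 20 µM, with 3% DMSO overall · Timing – 50 min enzyme reaction at room temperature, protected from light · Detection – fluorescence intensity · Controls – substrate-only low control, DMSO enzyme-plus-substrate high control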
Rpn11 block: blocks the human proteasome subunit Rpn11. O00487. human 26S proteasome, Ub4-pepOG fluorescence polarization; 20S core pre-blocked with epoxomicin. calls only at 20 µM. hit rate 0.59% among 360,000;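 active = inhibition at 20 µM, scaled to each plate's controls, above about 33%, limit read from the data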
TbMetRS inhib: Trypanosoma brucei MetRS inhibition; purified T. brucei MetRS, ATP depletion, Kinase-Glo luminescence; hit rate 0.4% among 360,000; inhibition, % at 11.9 µM;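 active = inhibition above a per-plate cutoff of the control wells' mean inhibition plus 3 SD, cut at about 5.5% in these data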;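 note: 0% = DMSO wells median and 100% = median of wells with control inhibitor compound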
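Test system – parasite MetRS enzyme · Reagent – substrates ATP, L-methionine and bulk Escherichia coli tRNA · Doses – 11.9 µM compound single dose, 0.9% DMSO · Times – 15 min enzyme-compound preincubation, 2 h reaction, 10 min detection, 25 °C · Signal – Kinase-Glo luminescence, ATP depletion format · Controls – DMSO-only wells as low control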
CSN deneddyl inh: CSN deneddylation inhibition. Purified CSN, SCF-Nedd8-OG deneddylation, fluorescence polarization. hit rate 0.38% among 360,000. AID 651999. inhibition, % at 12.5 µM;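 active = pattern-corrected inhibition above about 35%, with an unprinted fluorescence ratio check between 0.5 and 1.5, limit read from the data, passing the limit was not always enough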;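 note: 0% = enzyme with substrate and 100% = substrate without enzyme; some results filed as inactive read as strong as hits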
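Assay system: HEK293T-derived human Csn5 enzyme; quantity: 0.24 nM enzyme; medium: Tris/NaCl/DTT buffer, pH 7.5; also added: substrate SCFSkp2-Nedd8OG, 10 nM; doses: 12.5 µM compound; schedule: 90 min reaction at room temperature; signal: FP; read-out: % inhibition of substrate cleavage by Csn5; benchmarks: substrate-only high control, full reaction low control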
Scp-1 inhibitor: inhibitors of human Scp-1 phosphatase. hit rate 0.88% among 340,000. AID 493091. inhibition, % at 20 µM. Recombinant Scp1, phosphopeptide, malachite green phosphate absorbance;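 active = inhibition above about 50% at 20 µM, limit read from the data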;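 note: plate controls were DMSO wells with enzyme for no effect and wells lacking enzyme for full effect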
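System: truncated SCP-1 phosphatase (76-261aa); medium: Tris acetate buffer pH 5.5 with MgCl2 and Tween-20; incubation: 45 min room-temperature reaction, 5 min colour, 30 min stabiliser; compound: single 20 µM dose, 1% DMSO; reagent: Phosphorylated 17-residue peptide substrate; read-out: % inhibition at 20 µM; technique: colorimetric free-phosphate detection, absorbance 630 nm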
MsrA inh: bovine MsrA inhibition; purified bovine MsrA, absorbance read-out; hit rate 0.75% among 360,000; inhibition, % at 15.5 µM; in the data active = inhibition above about 4.5%;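 note: 0% = vehicle wells with enzyme and 100% = reference inhibitor wells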
DNMT1 block: blocks human DNA methyltransferase DNMT1. AID 588458. DNMT1 molecular beacon, Hinp1I cleavage, fluorescence. P26358. hit rate 0.83% among 360,000. inhibition (reported as % activation of signal), % at 10 µM; in the data active = inhibition above about 50%
Target sequence (P26358 504-1616 limits assumed): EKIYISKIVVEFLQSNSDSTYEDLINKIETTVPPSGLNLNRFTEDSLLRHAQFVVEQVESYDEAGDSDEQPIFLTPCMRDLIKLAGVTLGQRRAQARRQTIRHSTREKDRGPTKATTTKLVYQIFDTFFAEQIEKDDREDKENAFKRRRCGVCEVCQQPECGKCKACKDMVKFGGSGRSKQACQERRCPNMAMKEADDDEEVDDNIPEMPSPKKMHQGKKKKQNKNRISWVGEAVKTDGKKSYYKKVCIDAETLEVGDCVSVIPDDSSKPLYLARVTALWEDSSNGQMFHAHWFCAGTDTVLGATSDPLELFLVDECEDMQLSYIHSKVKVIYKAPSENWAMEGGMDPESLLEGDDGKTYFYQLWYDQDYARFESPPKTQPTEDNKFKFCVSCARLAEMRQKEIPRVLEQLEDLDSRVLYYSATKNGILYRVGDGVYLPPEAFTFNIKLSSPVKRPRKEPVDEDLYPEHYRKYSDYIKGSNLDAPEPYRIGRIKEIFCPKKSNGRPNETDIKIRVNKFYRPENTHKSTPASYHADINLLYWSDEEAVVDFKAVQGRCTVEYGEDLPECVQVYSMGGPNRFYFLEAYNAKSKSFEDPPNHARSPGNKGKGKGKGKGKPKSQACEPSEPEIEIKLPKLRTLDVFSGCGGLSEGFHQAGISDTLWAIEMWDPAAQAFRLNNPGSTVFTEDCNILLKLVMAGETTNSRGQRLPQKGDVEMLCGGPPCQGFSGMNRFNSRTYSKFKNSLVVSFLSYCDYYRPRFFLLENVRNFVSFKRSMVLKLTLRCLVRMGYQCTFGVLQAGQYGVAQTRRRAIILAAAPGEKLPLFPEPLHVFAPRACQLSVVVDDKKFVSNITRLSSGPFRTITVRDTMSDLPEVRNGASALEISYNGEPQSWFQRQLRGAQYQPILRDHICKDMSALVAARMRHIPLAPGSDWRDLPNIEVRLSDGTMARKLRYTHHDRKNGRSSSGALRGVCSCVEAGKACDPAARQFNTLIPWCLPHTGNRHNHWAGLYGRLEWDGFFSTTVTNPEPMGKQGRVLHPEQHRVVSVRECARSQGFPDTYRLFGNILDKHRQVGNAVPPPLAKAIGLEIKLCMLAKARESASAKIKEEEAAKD
STEP inh: inhibitors of human striatal-enriched phosphatase STEP. P54829. recombinant STEP, OMFP fluorogenic substrate, fluorescence. inhibition, % at 20 µM. hit rate 0.25% among 360,000;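 active = inhibition at 20 µM, scaled per plate between control wells, above about 37%, limit read from the data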;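 note: 0% = DMSO with enzyme and substrate and 100% = substrate only without enzyme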
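Assay system: isolated STEP enzyme. Buffer or medium: pH 6.0 Bis-Tris with DTT and Tween 20. Also added: fluorogenic phosphatase substrate OMFP at 25 µM final. Dosing: 20 µM, 1% DMSO. Timing: 20 min reaction, room temperature, in the dark. Measured by: fluorescence intensity, excitation 480 nm, emission 540 nm. Evaluation: normalized % inhibition.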
The depositor's hits bear a star; i = inactive; / = not tested or not shown.

SMILES	SUMO1 PPI mod	NadD block	LMPTP block	Rpn11 block	TbMetRS inhib	CSN deneddyl inh	Scp-1 inhibitor	MsrA inh	DNMT1 block	STEP inh
COc1ccc2c(=O)c(C(=O)NCCc3ccccc3)c[nH]c2c1	-3	-4	0.0	i	-0.1	-5	-6	-0.1	1	0
O=[N+]([O-])c1cc(C(F)(F)F)ccc1N1CCN(CCO)CC1	-16	-3	0.2	i	-0.7	8	-6	-0.9	2	2
COc1ccc2cc(/C=N/NC(=O)CSCc3ccc([N+](=O)[O-])cc3)c(Cl)nc2c1	4	5	0.8	i	0.5	14	-8	0.8	64*	-2
O=C(CNC(=O)c1n[nH]c2ccccc12)Nc1cc(Cl)ccc1Cl	5	-2	0.5	i	-0.4	1	6	-0.8	12	-2
C[C@H]1CN([C@@H](C)CO)C(=O)CCCn2nncc2CO[C@@H]1CN(C)C(=O)c1ccncc1	3	0	-2.4	i	-1.4	5	/	1.1	3	1
O=C(O)c1cc(NC(=O)c2ccc3c(c2)C(=O)N(Cc2ccccc2)C3=O)cc(C(=O)O)c1	-3	-3	-2.5	i	-0.2	4	-8	1.9	0	-1
O=C(CN1N=C(c2ccccc2)CCC1=O)NCc1ccccc1	0	-5	-1.9	i	-1.2	-7	3	-0.8	-1	-2
CN1CCCN(Cc2cccc3ccccc23)CC1	-1	1	-5.0	i	-0.4	0	-5	-1.2	3	1
COCCNC(=O)c1cc(-c2ccccc2)nn1Cc1cc(C)no1	14	-4	1.6	i	-0.1	6	-5	1.9	-5	6
O=S(=O)(NCc1ccccn1)c1ccc(Br)s1	-2	-2	-1.2	i	0.2	3	-2	-0.5	4	-1
Cc1cccc(C)c1NC(=O)C(c1ccccc1)N1CCN(C)CC1 (centres undefined)	0	/	-1.2	/	-0.2	0	/	-0.6	/	/
COC(=O)c1ccc(C2C(C#N)=C(N)Oc3cc(N)ccc32)cc1 (centres undefined)	-14	-3	0.7	i	-1.1	4	-5	-0.5	-2	-2
CCc1c(O)nc2sc3ccccc3n2c1=O	-1	-7	0.1	i	-0.2	-7	-7	0.6	0	0
CN(C)CCn1ccc(O)c(Cc2ccc(Cl)cc2)c1=O	1	-7	-3.0	i	-0.6	-1	-4	-0.3	0	-1
CCn1c(=O)[nH]c2cc(C(=O)Nc3cc(C)cc(C)c3)ccc2c1=O	-1	-3	3.7	i	-0.3	-1	5	1.9	0	2
O=C1c2ccccc2C(=O)N1CC(O)Cn1nnc2ccccc21 (centres undefined)	-4	-2	-0.1	i	-0.2	3	-5	1.7	2	-8
O=S(=O)(Nc1ccccc1)N1CCCCC1	0	0	-0.4	i	-0.3	-2	-4	1.0	5	-1
CC(=O)N(c1ccc(Br)cc1)C1C=CS(=O)(=O)C1 (centres undefined)	7	-3	-2.6	i	0.4	-5	-12	-0.2	-1	0
O=C1c2ccccc2C(Nc2ccc(S(=O)(=O)N3CCCCC3)cc2)N1Cc1ccco1 (centres undefined)	5	2	1.1	i	-0.6	-2	-12	1.3	-6	0
CCOC(=O)C1CCN(C(=O)Nc2c(-c3ccccc3)noc2C)CC1	5	-7	-2.5	i	-0.1	1	-9	-0.7	2	-1
O=c1cc(O)n(-c2ccccc2F)c(=S)[nH]1	2	5	-2.0	i	-0.2	5	0	0.8	1	-5
COc1ccc(C(=O)O/N=C(/C)c2cccs2)cc1	-9	-6	0.5	i	-2.7	-5	-13	-0.8	-4	-1
CCOC(=O)C1CCCN(C(=O)c2cc(C(C)(C)C)nn2C)CC1 (centres undefined)	4	0	0.3	i	-0.3	5	/	0.7	-4	10
O=C(Nc1ccccc1Cl)c1cc(C2CCCN(C(=O)CCCc3ccccc3)C2)on1 (centres undefined)	-1	-3	4.6	i	-0.3	-5	/	0.3	-3	3
COC(=O)c1ccccc1NC(=O)CSc1ccccc1	0	0	0.4	i	0.1	1	-2	-0.2	-1	1
Cc1ccc(C(=O)NCc2ccccc2)c(F)c1F	0	-8	-1.5	i	-0.6	3	-5	1.0	-7	2
CC(C)(C)n1nnnc1C(c1cccs1)N1CCN(c2ccccc2)CC1 (centres undefined)	-1	1	-1.4	i	-0.7	-4	-2	-0.4	-3	0
O=c1[nH][nH]c(=O)c2c1[nH]c(=S)n2Cc1ccccc1	4	0	0.2	i	-0.4	-2	14	0.6	-1	0
Cc1cccc(-c2nc3c(s2)CCc2onc(-c4ccc(Br)cc4)c2-3)c1	1	-3	1.2	i	-0.4	0	-4	0.0	-2	1
COc1cc(CNc2ncnc3c2ncn3[C@H]2CN(Cc3cccc4ccccc34)C[C@@H](CO)O2)cc(OC)c1OC	-3	-2	1.7	i	-0.3	-1	/	-0.6	-16	-2

Pulled by structure from above, four records:
SMILES	SUMO1 PPI mod	NadD block	LMPTP block	Rpn11 block	TbMetRS inhib	CSN deneddyl inh	Scp-1 inhibitor	MsrA inh	DNMT1 block	STEP inh
COC(=O)c1ccccc1NC(=O)CSc1ccccc1	0	0	0.4	i	0.1	1	-2	-0.2	-1	1
COc1ccc(C(=O)O/N=C(/C)c2cccs2)cc1	-9	-6	0.5	i	-2.7	-5	-13	-0.8	-4	-1
Cc1cccc(-c2nc3c(s2)CCc2onc(-c4ccc(Br)cc4)c2-3)c1	1	-3	1.2	i	-0.4	0	-4	0.0	-2	1
COc1cc(CNc2ncnc3c2ncn3[C@H]2CN(Cc3cccc4ccccc34)C[C@@H](CO)O2)cc(OC)c1OC	-3	-2	1.7	i	-0.3	-1	/	-0.6	-16	-2

Next part:
SMILES	SUMO1 PPI mod	NadD block	LMPTP block	Rpn11 block	TbMetRS inhib	CSN deneddyl inh	Scp-1 inhibitor	MsrA inh	DNMT1 block	STEP inh
N#Cc1c(N2CCCCC2)nc(N)c2c(N)nc3c(c12)CC(CCl)O3 (centres undefined)	-9	9	-0.1	i	-0.3	3	-3	1.3	-8	1
O=C1Nc2ccc(F)cc2C12Nc1ccccc1-c1nnc(SCc3ccccc3Cl)nc1O2 (centres undefined)	5	12	1.2	i	0.4	6	8	1.3	-4	0
Cc1nc(N2CCN(c3ccc(Cl)cc3)CC2)[nH]c(=O)c1C	2	3	0.3	i	0.1	0	-6	-1.1	0	2
CC/C(=N\NC(=O)c1ccccc1Cl)c1ccc(Br)s1	-4	-7	-0.7	i	0.5	-4	-11	-0.2	1	-3
CC12CN3CC(C)(CN(C1)C3c1ccc(Cl)cc1Cl)C2O (centres undefined)	5	5	0.0	i	-0.3	0	0	0.1	2	8
CCOC(=O)c1[nH]c(C)c(C(=O)N2CCCC(Nc3ccc(C)c(C)c3)C2)c1C (centres undefined)	10	1	0.2	i	-0.1	-1	-1	-0.7	1	-4
CCOc1ccc(NC(=O)CN(c2cc(C)cc(C)c2)S(=O)(=O)c2c(C)noc2C)cc1	7	-8	0.8	i	-0.2	-1	-15	0.7	10	-1
COc1ccc(NC(=O)c2ccco2)cc1S(=O)(=O)N1CCOCC1	2	-1	-1.2	i	-1.4	0	1	-1.1	1	1
Cc1ccc([N+](=O)[O-])cc1S(=O)(=O)NCC1COc2ccccc2O1 (centres undefined)	-23	-5	0.5	i	0.0	-1	-5	1.4	-3	0
COc1ccc(C(CC(=O)O)NC(=O)COc2ccccc2)cc1 (centres undefined)	2	0	-1.3	i	-0.4	-1	-5	-1.2	-2	-11
CCc1nc(SCc2nc3ccccc3[nH]2)c2oc3ccccc3c2n1	-1	1	3.2	i	0.2	0	-6	-0.3	-6	3
Cc1cccc(-c2c(NC(=O)c3ccco3)oc3ccc(Cl)cc3c2=O)c1	4	-6	-0.6	i	-1.0	12	3	3.7	0	-2
CC(=O)c1ccc(NC(=O)COC(=O)C2CC3C=CC2C3)cc1 (centres undefined)	2	-6	-0.2	i	-0.3	-3	-2	-1.1	0	-2
COCCN(C(=O)c1ccco1)c1nc(-c2ccccc2)cs1	3	-5	2.5	i	0.1	1	-10	0.3	2	0
Cc1cc(C)c(C(=O)CSc2n[nH]c(-c3ccncc3)n2)c(C)c1	3	-2	-0.4	i	-0.3	0	-7	-0.3	3	-1
CC1=C(C(=O)N(C(C)C)C(C)C)CC(CC(=O)NCc2cccs2)C(=O)N1Cc1ccc(C(C)(C)C)cc1 (centres undefined)	2	0	1.1	i	-1.1	4	/	0.8	-13	4
Nn1c(SCC(=O)Nc2cccc(F)c2)nnc1C1CCCCC1	-1	-1	-1.0	i	0.4	0	-5	1.7	3	-1
CCc1nc2ccc(C(=O)Nc3cccc(NS(C)(=O)=O)c3)cn2c1N(CC)Cc1cccc(Br)c1	-2	13	-0.7	i	-0.2	3	/	0.9	-16	1
CC(C)OC(=O)C(C)Nc1n[nH]c(=S)[nH]c1=O (centres undefined)	-1	0	-1.5	i	0.3	-5	-1	2.2	4	1
Cc1cc(C)n(-c2nc(O)cc(=O)[nH]2)n1	4	-4	-2.2	i	-0.9	-4	-5	-0.5	-17	1
CCOc1ccc(NC(=S)N2CCN(S(=O)(=O)c3ccc(OC)cc3)CC2)cc1	1	-3	1.4	i	-0.4	1	-8	0.3	1	2
COc1cnc(-c2ccccn2)nc1Oc1ccccc1Cl	1	4	-0.5	i	-0.4	3	5	0.7	2	4
O=C(O)/C=C/c1ccccc1[N+](=O)[O-]	-10	-3	-0.6	i	-0.1	-6	-11	0.5	3	3
COc1cccc(CN2C(=O)CCC2(C)C(=O)NC2CCCCCC2)c1 (centres undefined)	-1	1	-0.6	i	0.5	0	-8	0.2	-1	1
CCN1C(=O)[C@@H]2[C@H](C1=O)[C@@H]1C(=O)Nc3ccccc3C(=O)N1[C@@H]2c1ccccc1	0	-1	-1.0	i	-0.1	3	0	-1.4	-4	2
CCOc1ccc2nc(NC(=O)C3CCN(C(=O)c4ccco4)CC3)sc2c1	7	0	0.3	i	-0.4	-4	-10	-1.2	-1	2
Cc1cccc(C(=O)N2CCC(=O)N([C@H](COCc3ccc(Cl)cc3)Cc3ccccc3)CC2)c1	2	0	0.2	/	-0.4	-8	/	0.2	/	/
Clc1cccc(Oc2cnc3ccccc3n2)c1	-2	-11	0.1	i	-1.2	5	-9	-0.5	-7	-4

Compound activity: PubChem, several laboratories
